Fh CTSL1 inh = Fasciola hepatica cathepsin L1 inhibitors, primary screen, counter-screen for PFM18AAP inhibitor project, biochemical, QFRET, fluorogenic peptide substrate; recombinant F. hepatica cathepsin L1, Z-Leu-Arg-MCA fluorescence; inhibition, % at 5.96 µM; 300,000 tested, 0.49% active; AID 1906, 2009;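 active means inhibition above the mean of all tested compounds plus 3 SD, set per screening campaign, cut at about 17% in these data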;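 further: 0% = plate median of test compound wells and 100% = 1 µM Z-Phe-Ala-diazomethylketone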
PREPL inhibitor = PREPL enzyme inhibitors, primary screen, biochemical, fluorescence polarization | 320,000 tested, 0.68% active | inhibition, % at 5.96 µM | recombinant PREPL, fluorescence polarization activity-based probe; in the data active means inhibition above about 43%;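 further: 0% = enzyme with DMSO and 100% = wells lacking enzyme; many of its hits are not listed in these tables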
PP5 inh = PP5 phosphatase inhibitors, primary screen, biochemical, fluorescence; purified PP5c, OMFP substrate fluorescence; inhibition, % at 6.7 µM; Serine/threonine-protein phosphatase 5 (Homo sapiens), P53041; 320,000 tested, 0.18% active;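 active means inhibition above the campaign's mean inhibition across all tested compounds plus 3 SD, cut at about 9.5% in these data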;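 further: 0% = DMSO only and 100% = 100 µM cantharidin control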
Target sequence (P53041 whole entry, looked up): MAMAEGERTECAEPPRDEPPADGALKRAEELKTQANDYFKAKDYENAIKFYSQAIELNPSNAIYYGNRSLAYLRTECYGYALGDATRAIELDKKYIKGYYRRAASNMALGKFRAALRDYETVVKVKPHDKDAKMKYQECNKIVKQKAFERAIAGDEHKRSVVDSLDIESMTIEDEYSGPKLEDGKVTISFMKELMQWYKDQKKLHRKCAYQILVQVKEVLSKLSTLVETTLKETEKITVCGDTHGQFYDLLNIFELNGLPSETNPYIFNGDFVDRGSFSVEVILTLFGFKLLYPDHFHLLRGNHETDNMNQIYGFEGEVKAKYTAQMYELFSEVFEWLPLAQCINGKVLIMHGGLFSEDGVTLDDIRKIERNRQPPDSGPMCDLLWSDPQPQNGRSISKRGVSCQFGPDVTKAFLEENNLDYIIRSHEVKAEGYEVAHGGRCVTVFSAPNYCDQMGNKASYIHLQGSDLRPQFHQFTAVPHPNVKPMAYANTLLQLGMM
Efflux pump inh = inhibitors of Candida efflux pumps in yeast, primary screen, S. cerevisiae, Nile Red, multiplex. 330,000 tested, 0.44% active. inhibition, % at 10 µM. AID 485275, 2010. S. cerevisiae Candida pump triplex;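 active means plate passing quality check with inhibition over a set limit, or well fluorescence over plate mean plus 4 SD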;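 further: Nile Red retained in pooled yeast measured as flow cytometry median fluorescence; 0% = buffer negative control and 100% = Enniatin B positive control; higher means more Nile Red kept so more efflux inhibition; some compounds called inactive have numbers as strong as hits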
PP1 inh = PP1-alpha phosphatase inhibitors, primary screen, counter-screen for PP5 inhibitor project, biochemical, fluorescence, OMFP substrate, single point. Serine/threonine-protein phosphatase PP1-alpha catalytic subunit (Homo sapiens), P62136. purified PP1alpha. inhibition, % at 6.7 µM. 320,000 tested, 0.9% active;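 active means inhibition above the mean inhibition of all tested compounds plus 3 SD, computed separately for each screening campaign, cut at about 15% in these data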
EBNA-1 inh = EBNA-1 DNA-binding inhibitors, primary screen, biochemical, fluorescence polarization; 300,000 tested, 0.34% active; AID 1950, 2009; inhibition, % at 14.8 µM; in the data active means inhibition above about 28%
TPT1 inhibitor = Candida albicans TPT1 enzyme inhibitors, primary screen, biochemical, fluorescence polarization. recombinant caTPT1, FP RNA substrate dephosphorylation. tRNA 2'-phosphotransferase TPT1 (Candida albicans SC5314). inhibition, % at 5 µM. 300,000 tested, 0.81% active. AID 1962, 2009;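 active means inhibition above the mean of all tested compounds plus 3 SD, set per screening campaign, cut at about 24% in these data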;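 further: plate controls were DMSO alone for no effect and ferristatin control at 100 nM for full effect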
core dimer inh = inhibitors of HCV core protein dimerization, primary screen, biochemical, TR-FRET, high-throughput; TR-FRET GST/Flag-core106 dimerization, 1536-well; inhibition, % at 5 µM; 300,000 tested, 0.33% active;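 active means inhibition above the mean of all tested compounds plus 3 SD, set per screening campaign, cut at about 45% in these data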
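Material: GST/Flag-tagged HCV core106 proteins. Incubation: 4 h, 22.5 °C incubation. Read-out basis: inhibition (%) from 671 over 617 nm ratio. Measured by: TR-FRET, excitation 340 nm, emission 617 and 671 nm.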
ZTA DNA inh = counter-screen for EBNA-1 inhibitors: inhibitors of Epstein-Barr virus ZTA. P03206. ZTA-DNA binding, fluorescence polarization. inhibition, % at 11 µM. 320,000 tested, 0.15% active; in the data active means inhibition above about 33%
Target sequence (P03206 whole entry, looked up): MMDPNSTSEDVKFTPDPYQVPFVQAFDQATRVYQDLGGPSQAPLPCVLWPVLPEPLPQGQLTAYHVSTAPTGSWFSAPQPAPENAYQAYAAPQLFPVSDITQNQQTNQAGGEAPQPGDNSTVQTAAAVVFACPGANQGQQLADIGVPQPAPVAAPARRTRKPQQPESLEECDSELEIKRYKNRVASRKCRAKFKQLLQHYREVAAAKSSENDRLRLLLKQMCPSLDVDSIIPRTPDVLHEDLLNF
Starred values were filed as active, the others as inactive; . = not tested or not shown. A portion of the library. The share of hits here may be higher or lower than overall.

SMILES	Fh CTSL1 inh	PREPL inhibitor	PP5 inh	Efflux pump inh	PP1 inh	EBNA-1 inh	TPT1 inhibitor	core dimer inh	ZTA DNA inh
CC(=O)Nc1ccc(SC(C)C(=O)NC2CCCC2)cc1 (stereo not given)	0	13	0.2	-0.3	-1	-3	-2	-8	-6
Cc1noc(C)c1CSc1ccccc1C(=O)Nc1nccs1	-4	-8	-1.1	-0.1	1	1	1	0	8
CC(C)c1ccc(NC(=O)C2CCN(S(=O)(=O)c3ccc4c(c3)NC(=O)CO4)CC2)cc1	1	5	5.5	0.9	2	-5	-4	5	13
O=c1c2cc3c(nc2[nH]c(=S)n1-c1ccccc1)CCCC3	-1	1	-0.5	-0.1	-8	8	-1	4	5
O=C(NC(=S)Nc1ccc(Cl)cc1Cl)C1CC1	-2	5	3.2	0.0	2	2	-6	-2	0
COc1cc(NC(=O)CN2C(=O)NC(CC(C)C)C2=O)cc(OC)c1OC (stereo not given)	.	-2	-0.7	0.0	-4	.	.	.	-4
O=c1[nH]c(-[n+]2ccccc2)c(/C=N/N=C(\[O-])c2ccccc2)s1	9	2	-0.9	0.3	-1	-4	-1	-2	6
Cc1noc(C)c1COC(=O)/C=C/c1ccc(Cl)cc1	5	27	0.2	0.1	1	-6	-5	-6	3
CN(Cc1ccc(C#CCCO)cc1)CC1CCCN(CCc2ccc(Cl)cc2)C1 (stereo not given)	1	-3	2.7	0.0	-1	-2	0	-1	-2
CCOC(=O)N1CCN(C(=O)c2ccc3c(=O)n(Cc4ccc(OC)cc4)c(=S)[nH]c3c2)CC1	2	8	1.3	0.1	-2	0	-15	20	5
COc1cc(CNC2CCCC2)cc(Cl)c1OCc1ccccc1F	2	-35	2.3	0.0	2	-7	2	-8	-9
COc1cc(C(=O)Oc2ccc(/C=N/NC(=O)c3ccncc3)cc2)cc(OC)c1OC	1	1	-1.4	0.0	8	34*	-2	8	0
COc1ccc(NC(=S)N(CCCN2CCOCC2)C(C)c2cc3ccccc3o2)cc1 (stereo not given)	2	15	-1.1	-0.1	-2	-10	1	-13	-2
O=C(CN1CCCCC1)N/N=C/c1ccccc1OCc1ccccc1	1	-36	0.3	0.5	0	10	-1	-3	-17
CC(=O)CC1(OC(C)=O)C(=O)N(C)c2ccccc21 (stereo not given)	-3	1	-2.2	-0.2	-3	8	-3	3	15
COc1cc(SC)ccc1C(=O)Nc1ccon1	-2	14	2.6	0.1	-1	10	1	9	10
COc1ccccc1C/C(N)=N/OC(=O)c1ccc2c(c1)OCO2	0	-13	0.1	-0.1	7	0	-1	-7	-3
CC1=CC(C)(C)N(C(=O)CCl)c2cc(C)ccc21	-6	15	-0.6	-0.1	-5	-4	-3	3	-4
NS(=O)(=O)c1ccc(NC(=O)NC2CC(=O)N(c3ccc4c(c3)OCCO4)C2)cc1 (stereo not given)	2	2	-0.9	0.1	-3	0	0	1	-1
CCN(CC(=O)Nc1cccc(S(=O)(=O)N2CCCCC2)c1)Cc1ccccc1	-2	-6	1.0	0.2	-1	6	-2	3	3
O=C(O)COc1ccc(C(=O)c2ccccc2)cc1	-1	-10	0.1	0.2	8	11	-1	2	10
COC(=O)CCCC1=CC2=CC(=O)C(C)(OC(=O)c3cccs3)C(=O)C2=CN1C1CCCCC1 (stereo not given)	5	14	6.2	0.0	2	-2	-8	-8	-4
Nc1cc(S(=O)(=O)Nc2ccccc2Cl)ccc1N1CCCC1	0	6	2.4	-0.2	1	3	-2	2	5
CC(=O)[C@@]1(O)CC[C@H]2[C@@H]3CCC4=CC(=O)CC[C@]4(C)[C@H]3[C@@H](O)C[C@@]21C	3	-6	3.0	0.2	-1	-4	-3	2	16
Cc1cc(C)cc(NC(=O)Nc2cc(-c3ccccc3)nn2C)c1	-2	9	3.6	-0.1	-5	2	-1	2	0
CC(C)(C)CC(=O)Nc1cc2c3c(c1)CCC(=O)N3CCC2	8	2	0.1	-0.2	-2	-13	-1	-2	-21
O=C(CNS(=O)(=O)c1ccc([N+](=O)[O-])cc1)N/N=C\c1ccc(O)cc1	0	9	-0.4	0.0	-1	-2	-1	-1	-9
CCCCn1nnnc1SCC(=O)N(CC)CC	1	2	0.0	0.0	-3	-2	-1	-2	4
O=C(NC(=S)Nc1nc2c(ccc3ccccc32)s1)c1cccs1	2	-2	-2.5	-0.5	-3	5	4	2	19
C=CCNc1nc(Nc2ccc(OC)cc2)nc(OC)n1	4	9	-4.8	0.1	-2	-7	2	6	-19
O=C(Nc1ccccc1NC(=O)c1ccco1)c1ccccc1	-1	-6	0.7	0.0	0	0	-3	6	-4
CC1=C(C(=O)NCc2ccccc2)C(c2cc(Br)cc(Br)c2OC(C)C)NC(=O)N1 (stereo not given)	-1	-1	0.2	-0.1	2	0	1	2	-6
COc1cc(C2C(C(=O)c3ccco3)=C(O)C(=O)N2CCc2ccccc2)ccc1O (stereo not given)	0	2	1.5	0.0	15*	0	1	-4	15
O=C(CN1CCOCC1)Nc1cc(C(F)(F)F)ccc1Cl	1	-6	0.8	0.2	-3	7	0	2	4
O=C(Cc1c(F)cccc1Cl)N1CCN(S(=O)(=O)c2cccs2)CC1	.	-4	1.2	-0.1	-1	.	.	.	5
Cc1cnc(NC(=O)Nc2ccc(Cl)cc2)s1	-1	11	0.0	0.0	7	3	-2	-3	11
Cc1ccc[n+](-c2[nH]c(=O)sc2/C=N/NC(=O)c2ccccc2[O-])c1	4	-3	-1.1	0.0	-3	9	-13	-5	6
O=C(Cn1c(=O)oc2ccc(Cl)cc21)Nc1ccon1	4	-2	-1.4	0.1	-3	-1	0	-3	11
O=C(O)CNc1nc(-c2ccccc2)nc2c1oc1ccccc12	2	-4	-3.5	-0.1	-3	10	-2	4	14
Cn1c(SCC(=O)Nc2ccc3c(c2)OCO3)nnc1-c1cnccn1	3	24	1.4	-0.1	2	4	-4	-2	6
O=C(Nc1ccc(N2CCN(C(=O)c3ccco3)CC2)cc1)c1ccc(Br)cc1	-3	-4	0.6	0.2	21*	-14	0	20	20
CC(C)CC(C(=O)O)N1C(=O)C2C3c4ccccc4C(c4ccccc43)[C@@H]2C1=O (stereo not given in full)	-2	4	1.0	-0.1	0	11	0	7	13
Cc1ccc(-c2nnc(-c3ccccc3S(=O)(=O)Cc3ccc(Cl)cc3)o2)cc1	0	-9	0.8	0.1	0	5	5	8	3
C=CCn1c(-c2ccccc2OCC)n[nH]c1=S	2	1	2.5	0.1	1	3	3	-2	-1
COc1ccc(-c2cc(C(F)(F)F)nc(NCc3ccco3)n2)cc1OC	4	3	3.5	-0.2	5	3	-2	-3	-16

Grouped by structure: those above with two or more sulfur atoms.
SMILES	Fh CTSL1 inh	PREPL inhibitor	PP5 inh	Efflux pump inh	PP1 inh	EBNA-1 inh	TPT1 inhibitor	core dimer inh	ZTA DNA inh
Cc1noc(C)c1CSc1ccccc1C(=O)Nc1nccs1	-4	-8	-1.1	-0.1	1	1	1	0	8
O=C(NC(=S)Nc1nc2c(ccc3ccccc32)s1)c1cccs1	2	-2	-2.5	-0.5	-3	5	4	2	19
O=C(Cc1c(F)cccc1Cl)N1CCN(S(=O)(=O)c2cccs2)CC1	.	-4	1.2	-0.1	-1	.	.	.	5

(cont.)
SMILES	Fh CTSL1 inh	PREPL inhibitor	PP5 inh	Efflux pump inh	PP1 inh	EBNA-1 inh	TPT1 inhibitor	core dimer inh	ZTA DNA inh
Cc1c(C)n(C)c2ccc([N+](=O)[O-])cc12	2	-9	1.2	-0.1	-1	-4	-2	-3	10
COc1cc(C(=O)Nc2nc(-c3ccc(C)cc3)cs2)ccc1OCC(=O)N1CCOCC1	2	-5	3.8	0.4	-1	-6	1	8	-4
Cc1ccc(N(C(=O)C2CCCO2)C2C=CS(=O)(=O)C2)cc1Cl (stereo not given)	4	9	1.2	0.3	-3	-9	-1	-1	2
O=C(C1CCCN1S(=O)(=O)c1cccc2cccnc12)N1CCc2ccccc2C1 (stereo not given)	1	-4	0.1	0.0	0	10	-5	-5	-9
COc1cc(NC(=O)c2cc(-n3cnnc3)ccc2Cl)cc(OC)c1	-1	-1	3.2	0.1	-2	5	1	9	-6
CCC(=O)NC1CCN(C(=S)NC)CC1	-6	0	-0.4	0.0	-5	4	1	-2	-8
CC(C)NC(=S)N1CCN(C(c2ccccc2)c2ccccc2)CC1	-4	-5	1.6	0.1	1	10	2	2	7
COC(=O)c1cc(Br)c(=O)n(Cc2ccc3c(c2)OCO3)c1	1	-1	1.3	0.1	-5	-4	2	11	4
CC(=O)N1c2ccc(S(=O)(=O)NCCC(=O)Nc3ccccc3C)cc2CC1C (stereo not given)	-3	7	2.9	0.0	2	-21	0	-5	-12
CC(C)(C)NC(=O)C(c1ccc(F)cc1)N(C(=O)CCC(=O)Nc1ccccn1)C1CCCC1 (stereo not given)	-2	-1	-0.1	2.4*	-1	1	-3	-1	4
O=C(Nn1c(O)c(C=C2N=c3ccccc3=N2)sc1=S)c1ccc(Cl)cc1	5	12	-0.1	-0.3	8	7	6	-5	14
CCCc1nnc(NC(=O)CCS(=O)(=O)c2ccccc2)s1	-3	4	0.1	0.3	-1	-16	-2	-13	7
c1coc(-c2ccnc(-n3cccc3)n2)c1	-6	3	1.6	-0.1	-1	5	-2	-2	-28
c1ccc(-c2cn(-c3ccccc3)c3[n+]2CCCS3)cc1	1	7	0.6	0.1	-4	1	-3	-4	1
O=C(NCCCN1CCOCC1)c1ccc2c(c1)N(Cc1ccc(Cl)cc1)C(=O)c1ccccc1S2=O (stereo not given)	2	31	-1.2	0.2	-3	-10	0	-2	-1

Part of the list above, with bars between the fields:
Molecule | Fh CTSL1 inh | PREPL inhibitor | PP5 inh | Efflux pump inh | PP1 inh | EBNA-1 inh | TPT1 inhibitor | core dimer inh | ZTA DNA inh
COc1cc(NC(=O)c2cc(-n3cnnc3)ccc2Cl)cc(OC)c1 | -1 | -1 | 3.2 | 0.1 | -2 | 5 | 1 | 9 | -6
CCC(=O)NC1CCN(C(=S)NC)CC1 | -6 | 0 | -0.4 | 0.0 | -5 | 4 | 1 | -2 | -8
CC(C)NC(=S)N1CCN(C(c2ccccc2)c2ccccc2)CC1 | -4 | -5 | 1.6 | 0.1 | 1 | 10 | 2 | 2 | 7
COC(=O)c1cc(Br)c(=O)n(Cc2ccc3c(c2)OCO3)c1 | 1 | -1 | 1.3 | 0.1 | -5 | -4 | 2 | 11 | 4
CC(=O)N1c2ccc(S(=O)(=O)NCCC(=O)Nc3ccccc3C)cc2CC1C (stereo not given) | -3 | 7 | 2.9 | 0.0 | 2 | -21 | 0 | -5 | -12
CC(C)(C)NC(=O)C(c1ccc(F)cc1)N(C(=O)CCC(=O)Nc1ccccn1)C1CCCC1 (stereo not given) | -2 | -1 | -0.1 | 2.4* | -1 | 1 | -3 | -1 | 4
